PI5P4Ka inh – PI5P4K alpha (human) kinase inhibition; P48426; PI5P4Kalpha enzyme, ADP-Glo luminescence, 60 min; hits give low values; max response, %; 330,000 compounds, 1.2% hits; AID 652105; active = max response of -50% or lower; inconclusive = between -30% and -50%; inactive = -30% or higher; also: value at the top dose of about 77 µM; % is scaled to controls: 0 for no effect and ±100 for the full control effect
Target sequence (P48426 whole entry, looked up): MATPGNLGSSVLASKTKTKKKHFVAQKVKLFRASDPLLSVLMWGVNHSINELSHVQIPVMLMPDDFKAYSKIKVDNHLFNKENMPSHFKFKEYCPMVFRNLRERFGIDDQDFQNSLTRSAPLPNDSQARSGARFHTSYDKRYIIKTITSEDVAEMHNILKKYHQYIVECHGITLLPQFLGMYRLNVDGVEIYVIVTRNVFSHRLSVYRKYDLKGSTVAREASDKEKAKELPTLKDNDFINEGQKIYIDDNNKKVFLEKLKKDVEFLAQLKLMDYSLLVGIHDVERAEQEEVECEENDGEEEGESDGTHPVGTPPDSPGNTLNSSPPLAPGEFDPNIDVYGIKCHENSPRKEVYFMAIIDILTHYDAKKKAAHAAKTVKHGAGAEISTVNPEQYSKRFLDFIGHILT
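ADP-Glo luminescence end-point read after a 60 min room-temperature kinase reaction of PI5P4Kalpha plus substrate, initiated with ATP at 5 microM final. Buffer: 0.038 M HEPES pH 7.4, EGTA, 0.1% CHAPS, 5% DMSO.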
GLP-1R inv ag – GLP-1 receptor (human) inverse agonism; P43220; HEK293 GLP-1R CRE-luciferase, luminescence, 24 h; GLP-1R form is constitutively active; Potency, µM (doses to about 38.3 µM), for the others: at the highest dose activity change, negative = inhibition, usual class: inhibitors; 410,000 compounds, 1.6% hits; also: potency is read from the fitted curve at half-maximal effect; % is scaled to controls: 0 for no effect and ±100 for the full control effect; nearly all actives have a fitted effect of over 55% in size
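Seeding at 200 cells/uL, 12 h culture, 24 hr compound treatment, then luciferase reagent and a luminescence read; cells are HEK293 stably expressing a constitutively active GLP-1R plus cAMP-responsive luciferase.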
GLP1R cytotox – cytotoxic in the GLP-1 receptor inverse agonist counter-screen | Potency, µM (highest dose often 38.3 µM), for inactives: top-dose activity change, negative = inhibition, hits mostly inhibitors | AID 624418 | HEK293 cAMP-luciferase reporter cells, luminescence, 24 h | 410,000 compounds, 0.13% hits;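 also: loss of luciferase light is scored as toxicity; potency is read from the fitted curve at half-maximal effect; % is scaled to controls: 0 for no effect and ±100 for the full control effect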
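1536-well qHTS counterscreen of the MLSMR; 200 cells/uL, 12 h pre-incubation, 23 nL cpd, 24 h at 37 deg C 5% CO2, luciferase detection reagent, 12 min RT, luminescence. Inhibition = undesired.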
DRD3 agonist – D3 dopamine receptor (human) agonism; D3R DiscoveRx beta-arrestin cells, luminescence, 90 min; max activation, %; 410,000 compounds, 0.58% hits; in the data active = max activation above about 30%; also: 0% is about no effect; mostly tested at two doses, the higher about 12 µM
Target sequence (P35462 whole entry, looked up): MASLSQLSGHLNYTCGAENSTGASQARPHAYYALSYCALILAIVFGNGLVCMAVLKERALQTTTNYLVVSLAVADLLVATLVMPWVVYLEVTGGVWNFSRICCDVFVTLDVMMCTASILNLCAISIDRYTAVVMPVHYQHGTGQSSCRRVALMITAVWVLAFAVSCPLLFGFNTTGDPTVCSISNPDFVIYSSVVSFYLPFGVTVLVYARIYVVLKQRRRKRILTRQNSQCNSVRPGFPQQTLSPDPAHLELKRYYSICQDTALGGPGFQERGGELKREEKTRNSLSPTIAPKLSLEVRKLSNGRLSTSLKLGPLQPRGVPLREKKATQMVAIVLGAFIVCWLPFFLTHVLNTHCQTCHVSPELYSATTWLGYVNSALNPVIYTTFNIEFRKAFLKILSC
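Agonist mode: compounds and dopamine controls were applied to plated cells for 90 min at 37 degrees C after an overnight attachment at 1500 cells/well. Luminescent read-out followed 30 - 60 minutes at room temperature with DiscoveRx detection reagent.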
D3 antag – blocks the human D3 dopamine receptor; P35462; D3R cells, DiscoveRx beta-arrestin luminescence, antagonist mode; hits give low values; max response, negative = inhibition, %; 360,000 compounds, 2.5% hits; in the data active = max response below about -50%; inconclusive = no clear call, values can overlap the other calls; also: % is scaled to controls: 0 for no effect and ±100 for the full control effect; mostly tested at two doses, the higher about 12 µM
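Cells plated overnight at 1500 cells/well, then exposed to library compounds with dopamine controls for 90 minutes at 37 degrees C. DiscoveRx reagent added for 30–60 minutes at room temperature; luminescence read, quantitative HTS format.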
IL2 activator – activates IL-2 in a cell-based reporter assay; IL-2 activation reporter assay, cell-based qHTS; stimulated with anti-CD3/CD4/CD28 beads; in transgenic mouse T cells; activation, % (series mostly up to about 46 µM); 360,000 compounds, 0.065% hits; in the data active = activation above about 50%; inconclusive = mostly about 30% to 49%; also: 0% is about no effect
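Screening format: compound pinned onto unstimulated transgenic mouse T cells, 60 min incubation, then anti-CD3/anti-CD4/anti-CD28 bead stimulation for 18 hours at 37 degrees C, followed by EGFP and DsRed detection.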
GLP1R ag – agonists of human GLP-1 receptor. HEK293 GLP-1R CRE-luciferase, luminescence, 4-6 h; cells express a hypersensitive GLP-1R form. Potency, µM (series often up to 45.6 µM), for the others: at the highest dose activation, actives largely listed as activators. 380,000 compounds, 0.007% hits. AID 624172; also: potency is read from the fitted curve at half-maximal effect; % of control where 0% means no effect
PLK1 PBD block – inhibitors of human PLK1 polo-box domain binding; P53350; Potency, µM, for the others: max response, negative = inhibition, hits mostly inhibitors; Plk1 PBD binding of FITC phosphopeptide, fluorescence polarization; AID 720504; 360,000 compounds, 2.8% hits; also: potency is read from the fitted curve at half-maximal effect; series mostly up to about 57 µM; % is scaled to controls: 0 for no effect and ±100 for the full control effect; nearly all actives have a fitted effect of over 65% in size
WRN helicase inh – WRN helicase (human) inhibition. Q14191. WRN helicase unwinding, fluorescent forked duplex, kinetic. Potency, µM (series often up to 114 µM), for the others: top-dose activity change, negative = inhibition, actives largely listed as inhibitors. 360,000 compounds, 0.46% hits; also: potency is read from the fitted curve at half-maximal effect; % is scaled to controls: 0 for no effect and ±100 for the full control effect; nearly all actives have a fitted effect of over 55% in size
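Fluorescence dequenching readout, ex 525 nm/em 598 nm, kinetic mode: forked duplex DNA (100 nM final) with adjacent fluorophore and quencher unwound by WRN (20 nM final) with 2 mM ATP. Compound preincubation 15 min, room temperature.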
Numbers without * were called inactive; ? = inconclusive; . = no result given; [ ] = another dose, or the depositor's remark. Unless noted, calls follow the shape of the dose curve; as a rule, active = well fitted curve in the direction sought with a large enough effect; inconclusive = small, poorly fitted or top-dose-only effect, or another doubt; inactive = no such curve, though single readings can be large; an effect the other way counts as inactive or inconclusive.

SMILES	PI5P4Ka inh	GLP-1R inv ag	GLP1R cytotox	DRD3 agonist	D3 antag	IL2 activator	GLP1R ag	PLK1 PBD block	WRN helicase inh
CCCNC(=O)C1(C)CCN(Cc2ccc(C(=O)OCC)cc2)C1 (configuration not stated)	-7	7%	1%	-18	-5	-0.7	2%	-11%	6%
O=C(c1ccc(COc2ccccc2Cl)o1)N1CCCC1	-4	91%[activator]	-23%	9	30	-0.2	12%	-6%	2%
COc1ccc(CCNS(=O)(=O)c2ccc(Br)cc2)cc1OC	3	4%	1%	2	7	0.8	6%	6%	-10%
O=C1CCc2cccc(O)c2N1	13	12%	0%	8	16	-2.6	-4%	1%	-5%
Cc1ccc(NC(=O)/C(C#N)=C/c2cn(CC(=O)NCc3ccco3)c3ccccc23)cc1C	-11	1%[0.307 µM]	0%[0.307 µM]	1	2	-0.1	-16%	11%	-1%
CC(=O)Oc1ccc(N(C(C)=O)S(=O)(=O)c2ccc3ccccc3c2)cc1	-4	-30%	-8%	-2	-9	-1.0	4%	-16%	-11%
COc1ccccc1CNC(=O)C(CC(C)C)NC(=O)C1CCC(C)CC1 (configuration not stated)	0	-23%	0%	16	8	4.6	5%	-2%	-19%
CCCc1c(C(=O)Nc2ccc(F)cc2C)cnn1-c1ccccc1	1	?	9%	-16	11	-1.7	13%	3%	-9%
CCN1CCN(C(=O)CCc2nnc(CCCCc3ccccc3)o2)[C@@H](C)C1=O	1	-2%	21%	-3	9	-4.0	-1%	-9%	7%
CCOc1ccc(NC(=O)c2cccc(S(=O)(=O)NCc3cccnc3)c2)cc1	2	-1%	0%	1	-6	0.3	-6%	-4%	7%
Cn1c(=O)c2c(nc3n2CC(CO)O3)n(C)c1=O (configuration not stated)	-2	0%	-6%	-5	-11	-1.7	4%	-2%	7%
Cc1nc(C#N)c(N/N=C/c2cccc(Cl)c2)o1	-1	10%	-3%	3	29	-2.7	4%	-10%	-8%
CC(=O)Nc1ccc2c(c1)C(C)(C)C(C)N2C (configuration not stated)	-4	-2%	3%	4	2	0.0	7%	-1%	-31%
O=[N+]([O-])c1ccc(S(=O)(=O)Nc2ccc(-c3ccc(N4CCOCC4)nn3)cc2)cc1	-6	11%	-4%	-33	-20	-0.4	20%	-11%	-22%
COc1cccc(NC(=O)C2COc3ccccc3O2)c1 (configuration not stated)	-1	-21%	-5%	2	6	-0.9	-1%	-13%	-9%
CN(C)c1ccc(C(=O)NC2(N3CCC3=O)CCCC2)cc1	1	19%	-6%	5	10	-1.9	1%	8%	1%
C=CCNCCOCCOc1ccc(C)cc1Br	1	?	6%	-8	?	-0.4	5%	5%	-11%
Cc1ccc(-c2cc(C(F)F)n3ncc(C(=O)N4CCCc5ccccc54)c3n2)cc1	-1	0%	-9%	3	-2	-0.9	-1%	1%	-2%
O=C(COC(=O)CNS(=O)(=O)/C=C/c1ccccc1)Nc1cccc2ccccc12	2	-10%	1%	3	15	-2.6	2%	5%	-2%[57.1 µM]
CCOc1ccc(OCC)c(S(=O)(=O)N2CCCCC2)c1	.	-26%	5%	-3	4	-3.6	0%	-9%	8%
COc1ccc(OC)c(NC(=O)Cn2c(C)nc3ccccc3c2=O)c1	3	13%	-2%	2	1	-0.4	6%	-13%	11%
O=C(NCC(c1cccs1)N1CCOCC1)c1cc(S(=O)(=O)N2CCOCC2)ccc1F (configuration not stated)	-8	-16%	0%	9	-4	-2.8	-14%	-1%	1%
CC1CCN(CC(=O)Nc2cc(C(F)(F)F)ccc2Cl)CC1	2	14%	9%	-10	-8	0.4	0%	-4%	-4%
CC(NC(=O)c1ccc(Br)s1)C1CCCO1 (configuration not stated)	.	-9%	6%	7	5	5.5	-1%	-4%	1%
CC1CCCN(C(=O)CN(C)S(=O)(=O)c2cccc3nsnc23)C1 (configuration not stated)	-8	4%	-4%	-3	1	1.8	-1%	-9%	-2%
CC(CN1CCOCC1)OC(=O)/C=C/c1ccccc1 (configuration not stated)	4	9%	-28%	-10	-20	-2.9	16%	-9%	8%
Cc1ccc(/C=C/c2onc(C)c2S(=O)(=O)N2CCC(C(=O)N3CCN(c4ccccc4F)CC3)CC2)cc1	.	-6%	4%	-2	.	.	-2%	.	.
CC(C)c1ccc(Nc2nc(N3CCOCC3)nc(N3CCOCC3)n2)cc1	-3	?	2%	-10	-74*	-1.0	-1%	2%	11%
CCCCn1c(N)c(N(Cc2ccccc2OC)C(=O)C(C)Oc2cccc(Cl)c2)c(=O)[nH]c1=O (configuration not stated)	-2	-17%	-3%	0	-10	-0.6	-1%	-12%	2%
N#CCCN(Cc1ccccc1)C(=O)c1nccnc1C(=O)O	-1	13%	13%	6	-1	0.0	-3%	-26%	2%
CCCc1nc(SCc2cccnc2)c2c(=O)n(C)c(=O)n(C)c2n1	2	2%	-1%	-3	5	-3.3	16%	-11%	-2%
OCC1OC(c2ccc(OCc3ccccc3)cc2OCc2ccccc2)C(O)C1O (configuration not stated)	-2	?	4%	-3	-6	-3.6	8%	5%	-2%
CC(C)C(OC(=O)c1ccc(Cl)nc1)C(=O)NC1CCCCC1 (configuration not stated)	-2	5%	-18%	12	3	0.1	6%	-2%	4%
N/C(=N\OS(=O)(=O)c1ccccc1)c1cccnc1	0	7%	13%	-26	-24	0.8	0%	-7%	-2%
C[C@@H]1CN([C@H](C)CO)C(=O)c2cc(C#CC3CC3)cnc2O[C@H]1CN(C)S(C)(=O)=O	-7	7%	-1%	-11	-20	-2.5	13%	?	6%
O=C(Nc1cccnc1Cl)c1cccnc1Cl	1	8%	-12%	-4	7	-1.9	-5%	3%	3%
CCC(CCC(=O)Nc1cccc(C(=O)O)c1)C(=O)O (configuration not stated)	-3	-20%	17%	6	-10	-0.4	4%	0%	-1%
COc1ccccc1/C=N/NC(=O)c1ccc(-c2ccccc2)cc1	-5	-9%	2%	0	-15	4.0	3%	30µM*	8%
CCN(CC)c1c([N+](=O)[O-])c(=O)n(C)c2ccccc12	2	1%	8%	8	5	-2.6	11%	-13%	-5%
Nc1cc(-c2ccccc2)nn1Cc1ccc(Cl)cc1	6	?	-3%	-1	0	-0.6	-12%	-1%	-5%
Cc1cc(Oc2ccccc2)nc(-c2ccccc2O)n1	32	?	32%[activator]	0	-20	-0.8	17%	-8%	-7%
CC(C)CCNC(=O)CN(CCN1CCOCC1)C(=O)Cn1nnc(-c2ccc(F)cc2)n1	.	-6%	-26%	-3	-12	-2.0	-6%	-5%	9%
Cc1ccccc1S(=O)(=O)N1C[C@H]2[C@H]3C(=O)N(c4ccccc4)C(=O)[C@H]3CC(=O)[C@H]2[C@@H]1c1ccc(Cl)cc1	3	5%	3%	-3	?	-0.3	-2%	-2%	-13%
CSCCC(NC(=O)c1ccc(Cl)cc1Cl)C(=O)NCC(c1cccs1)N(C)C (configuration not stated)	0	-30%	2%	-21	-27	0.0	6%	-7%	6%
O=C(COC(=O)Cc1ccc(F)cc1)NC1CCCCC1	2	2%	-13%	3	2	-1.2	-18%	3%	4%
O=C(O)CCC(=O)c1cccc2ccccc12	.	1%	-4%	3	18	0.1	0%	-9%	-1%
CCn1cc(/C=N/NC(=O)c2ccc(C#N)cc2F)c2ccccc21	.	0%	1%	-5	-17	-3.5	3%	-7%	0%
COc1ccc(S(=O)(=O)c2cc(NS(=O)(=O)c3ccc(Cl)cc3)c(C)c(C)c2O)cc1	.	?	1%	0	.	.	-3%	.	.

Eleven compounds already listed, sorted by number of heavy atoms, rising:
SMILES	PI5P4Ka inh	GLP-1R inv ag	GLP1R cytotox	DRD3 agonist	D3 antag	IL2 activator	GLP1R ag	PLK1 PBD block	WRN helicase inh
O=C(O)CCC(=O)c1cccc2ccccc12	.	1%	-4%	3	18	0.1	0%	-9%	-1%
N/C(=N\OS(=O)(=O)c1ccccc1)c1cccnc1	0	7%	13%	-26	-24	0.8	0%	-7%	-2%
Nc1cc(-c2ccccc2)nn1Cc1ccc(Cl)cc1	6	?	-3%	-1	0	-0.6	-12%	-1%	-5%
O=C(COC(=O)Cc1ccc(F)cc1)NC1CCCCC1	2	2%	-13%	3	2	-1.2	-18%	3%	4%
CC(C)C(OC(=O)c1ccc(Cl)nc1)C(=O)NC1CCCCC1 (configuration not stated)	-2	5%	-18%	12	3	0.1	6%	-2%	4%
COc1ccccc1/C=N/NC(=O)c1ccc(-c2ccccc2)cc1	-5	-9%	2%	0	-15	4.0	3%	30µM*	8%
CSCCC(NC(=O)c1ccc(Cl)cc1Cl)C(=O)NCC(c1cccs1)N(C)C (configuration not stated)	0	-30%	2%	-21	-27	0.0	6%	-7%	6%
C[C@@H]1CN([C@H](C)CO)C(=O)c2cc(C#CC3CC3)cnc2O[C@H]1CN(C)S(C)(=O)=O	-7	7%	-1%	-11	-20	-2.5	13%	?	6%
COc1ccc(S(=O)(=O)c2cc(NS(=O)(=O)c3ccc(Cl)cc3)c(C)c(C)c2O)cc1	.	?	1%	0	.	.	-3%	.	.
CC(C)CCNC(=O)CN(CCN1CCOCC1)C(=O)Cn1nnc(-c2ccc(F)cc2)n1	.	-6%	-26%	-3	-12	-2.0	-6%	-5%	9%
Cc1ccccc1S(=O)(=O)N1C[C@H]2[C@H]3C(=O)N(c4ccccc4)C(=O)[C@H]3CC(=O)[C@H]2[C@@H]1c1ccc(Cl)cc1	3	5%	3%	-3	?	-0.3	-2%	-2%	-13%

Rows are unselected. Share with any hit: about 7.8%.
